HDAC3 inhib = blocks human histone deacetylase 3; O15379; inhibition, % at 8.3 µM; actives 0.15% (n = 320,000); recombinant HDAC3, fluorogenic peptide/trypsin coupled, fluorescence; in the data active = inhibition above about 26%, passing the limit was not always enough; inconclusive = no clear call, values can overlap the other calls
HSF1 inh = HSF1 inhibition; activity change, negative = inhibition, % at 7.5 µM (by protocol); NIH3T3-HGL HSE-luciferase, MG132-induced, luminescence 8 h; active compounds read low; actives 0.77% (n = 300,000);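 active = more than half of replicate wells show activity change below -50%, luminescence cut by over half; inconclusive = some wells, but at most half, below -50%; inactive = no replicate well below -50%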;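 note: luciferase reports HSF-1 transcriptional activity via heat shock element; 0% = median of DMSO wells and -100% = zero luminescence signal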
HSP90 inh = inhibitors of HSP90 luciferase refolding in rabbit reticulocyte lysate | inhibition, % at 5.6 µM | actives 0.91% (n = 290,000) | luciferase refolding luminescence, 3 h | AID 1789;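 active = inhibition above the screen-wide mean plus 3 SD, computed separately per campaign, cut at about 16% in these data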;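 note: 0% = DMSO wells and 100% = 60 µM geldanamycin wells; inhibitors lower the luminescence because luciferase stays unfolded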
GSK3beta inhib = human GSK3beta kinase inhibition. P49841. GST-GSK3beta kinase, ADP-Glo luminescence, 60 min; active compounds read low. activity score (negative = inhibition), % at 10 µM. actives 0.038% (n = 300,000);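 active = more than half of replicate wells score below -50%, meaning over 50% inhibition versus plate controls; inconclusive = some replicates but at most half score below -50%; inactive = no replicate scores below -50%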;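 note: 0% = median DMSO wells and -100% = median GW8510 positive control wells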
Target sequence (P49841 whole entry, looked up): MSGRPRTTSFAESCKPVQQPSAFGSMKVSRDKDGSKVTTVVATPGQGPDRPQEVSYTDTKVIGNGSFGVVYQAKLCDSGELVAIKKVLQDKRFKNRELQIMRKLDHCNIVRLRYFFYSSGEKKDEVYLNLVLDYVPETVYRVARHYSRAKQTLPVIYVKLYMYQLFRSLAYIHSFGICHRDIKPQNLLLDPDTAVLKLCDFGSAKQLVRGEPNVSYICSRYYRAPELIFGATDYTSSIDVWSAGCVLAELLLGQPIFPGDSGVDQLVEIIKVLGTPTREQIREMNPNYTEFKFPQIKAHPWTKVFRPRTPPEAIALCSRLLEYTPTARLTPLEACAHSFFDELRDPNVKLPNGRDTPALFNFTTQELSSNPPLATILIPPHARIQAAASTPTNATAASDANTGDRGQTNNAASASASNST
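Test system: GST-tagged human GSK3beta kinase, cell-free; evaluation: activity score scaled between in-plate DMSO and GW8510 controls; measured by: ADP-Glo luminescence; incubation: 60 min reaction, RT; benchmarks: DMSO and 20 µM GW8510; reagent: peptide substrate plus 25 µM ATP (final); medium: Tris/MgCl2 kinase buffer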
DYRK1A inh = blocks rat Dyrk1A kinase activity | inhibition, % at 12.5 µM | AID 504441 | ADP-Glo luminescence, NFATc1 peptide | actives 0.43% (n = 310,000); in the data active = inhibition above about 50%;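 note: plate controls were vehicle with enzyme for no effect and no enzyme for full effect; many of its hits are not listed in these tables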
Platelet DG rel = platelet dense granule release activity. actives 0.22% (n = 300,000). inhibition, %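 (compounds screened at 7.5 µM in platelet-rich plasma)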. human platelet-rich plasma, SFLLRN dense granule ATP release, luminescence;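 active = mean replicate score, as percent of positive control, at or above 50; inconclusive = mean below 50 but at least one replicate at or above 50; inactive = mean and every replicate below 50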
GSK3A inh = blocks human GSK-3 alpha kinase | inhibition, % at 10 µM | actives 0.1% (n = 320,000) | P49840 | ADP-Glo luminescence, 60 min;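 in the data active = inhibition above about 50%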;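 note: GST-tagged GSK-3 alpha with peptide substrate and 25 µM ATP; 0% = DMSO neutral wells and 100% = GW8510 positive control wells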
Target sequence (P49840 whole entry, looked up): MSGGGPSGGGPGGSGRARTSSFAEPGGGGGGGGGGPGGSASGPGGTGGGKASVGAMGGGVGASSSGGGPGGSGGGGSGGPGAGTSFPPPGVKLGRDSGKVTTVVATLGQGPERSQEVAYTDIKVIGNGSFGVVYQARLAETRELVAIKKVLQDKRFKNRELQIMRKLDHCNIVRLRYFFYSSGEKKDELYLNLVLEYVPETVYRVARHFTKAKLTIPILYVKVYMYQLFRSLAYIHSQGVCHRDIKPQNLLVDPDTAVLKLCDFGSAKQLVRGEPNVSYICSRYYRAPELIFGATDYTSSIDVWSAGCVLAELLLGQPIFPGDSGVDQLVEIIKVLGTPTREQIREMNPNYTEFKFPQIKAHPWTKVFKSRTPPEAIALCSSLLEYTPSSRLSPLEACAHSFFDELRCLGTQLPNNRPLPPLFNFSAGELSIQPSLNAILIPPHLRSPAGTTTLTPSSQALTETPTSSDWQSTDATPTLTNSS
AI-2 QS modul = modulates the Vibrio harveyi AI-2 quorum sensing system | Vibrio harveyi JMH597 AI-2 luminescence/OD600 ratio, 9 h; active compounds read low; strain lacks LuxN and CqsS sensors; 0 = neutral-control median | activity change, % at 7.5 µM | actives 0.4% (n = 300,000); in the data active = activity change below about -75%, passing the limit was not always enough; inconclusive = no clear call, values can overlap the other calls;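 note: luminescence divided by OD600 gain over 9 h not by final OD600 alone; inactives centre near 13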
HSF-1 act = increases HSF-1 driven luciferase reporter signal; activation, % at 9 µM; AID 504408; actives 1.7% (n = 300,000); NIH3T3-HGL HSF-1 luciferase reporter, MG132, 8 h; 100% = twice DMSO control signal;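 active = mean replicate activation of at least 50% with a set share of replicates each reaching 50%; inconclusive = only one of those two conditions met; inactive = mean below 50% and too few replicates reaching it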;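 note: 0% = median of the neutral control wells and 100% = twice that signal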
PolyA inh = yeast polyadenylation inhibition. AID 1875. S. cerevisiae SKY197-pL101 polyadenylation reporter, beta-gal luminescence; efflux-impaired pdr1/pdr3 knockout yeast; score 100 = 6 SD above DMSO. actives 0.02% (n = 300,000). calls only at 12 µM;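 active = lowest replicate activity score at least 50, where 100 means six control SD above control mean; inconclusive = lowest score under 50 but half or more replicates reach 50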;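 note: yeast exposed to compound for 9 h at 30 °C; higher score means more reporter readthrough which indicates perturbed polyadenylation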
An asterisk follows results filed as active; i = inactive; ? = inconclusive; / = no result given. Only part of the results is shown; the hit share may differ from the screen's.

canonical_smiles	GSK3beta inhib	HSP90 inh	HSF1 inh	DYRK1A inh	PolyA inh	HDAC3 inhib	AI-2 QS modul	Platelet DG rel	HSF-1 act	GSK3A inh
Cc1nn(-c2ccc(F)cc2)c(Cl)c1C(=O)N(C)CC(=O)Nc1cccc(F)c1	5	/	2	4	i	6	4	0	13	0
CCc1ccccc1OCC(=O)NC1CCCC1	1	2	4	-5	i	/	-9	-3	27	/
COc1ccccc1C(CNC(=O)c1cc(C)nc2ccccc12)N(C)C (centres undefined)	-6	-5	-12	3	i	0	20	-13	-5	-4
O=C(Nc1ccccc1)N1CCCC1c1cccs1 (centres undefined)	-8	1	9	3	i	0	3	3	18	-2
COc1ccc(N=c2cc(-c3ccc(OC)cc3)oc3ccccc23)cc1	0	4	-6	-7	i	/	21	-5	-7	/
COC(=O)c1cccc(CSc2nc3ccccc3[nH]2)c1	2	10	25	2	i	-4	-58	-5	55*	-4
O=C(NC1CC2CCCC(C1)N2Cc1ccccc1)c1cccc(Cl)c1 (centres undefined)	2	7	-4	-3	i	1	-7	2	-17	/
Cc1cc(=O)n(C)c(=O)n1CCCCOc1cccc([N+](=O)[O-])c1	0	-3	-6	-1	i	-5	5	-6	-26	1
CC(C)(C)c1ccc(C(CC(=O)O)NC(=O)Cc2ccc(Cl)cc2)cc1 (centres undefined)	4	5	20	4	i	1	20	5	26	-1
COc1ccc(Nc2nc(Nc3ccc(OC)cc3)nc(SC3=NCCS3)n2)cc1	-3	3	-21	0	i	10	13	/	-22	-23
Cc1ccc([N+](=O)[O-])cc1NC(=O)CCCOc1ccccc1	-1	2	2	7	i	3	24	-2	5	-3
CCCN1C(=O)SC(CC(=O)Nc2ccc(Br)cc2)C1=O (centres undefined)	6	0	11	-6	i	8	-19	6	19	5
CC(=O)Nc1cc([N+](=O)[O-])ccc1N1CCOCC1	-3	-2	-2	-3	i	1	7	2	-15	-2
CC(=O)Nc1ccc(C2NC(=O)c3ccccc3O2)cc1 (centres undefined)	-1	-1	0	1	i	-5	15	-1	18	-1
Cc1cc(NC(=O)c2ccc(Cl)cc2)n(-c2ccccc2)n1	2	-8	5	2	i	-1	0	0	-4	2
Cc1ccc(C(C(=O)NC2CCCC2)N(Cc2cccs2)C(=O)CNC(=O)c2cccs2)o1 (centres undefined)	-3	2	-21	-3	i	3	29	-2	0	0
COc1ccc(/C=C/C(=O)NC2CC3CCC2C3)cc1 (centres undefined)	2	-5	17	-1	i	1	0	-9	19	0
CCOc1ccc(-n2c(=S)sc3c(=O)n(-c4ccccc4)c(SC)nc32)cc1	0	5	7	-5	i	-5	-11	-19	27	4
COc1cccc(Cn2nnc(C(=O)NCc3ccc4c(c3)OCO4)c2N)c1	2	3	-4	7	i	?	10	-4	-3	1
Cc1ccc2sc(N(CCN(C)C)C(=O)c3ccc4ccccc4c3)nc2c1C	2	-2	-4	/	i	13	9	-9	11	1
Cc1c(C(=O)NN)sc(-c2ccccc2)c1C#N	-15	3	11	-2	i	-4	36	-6	32	3
COc1ccc(-c2csc3ncnc(N4CCN(S(=O)(=O)c5cccc(C(F)(F)F)c5)CC4)c23)cc1	2	/	?	-1	i	6	10	-3	-29	-2
CCCN1CCC(=O)N(CCO)CC1	2	-1	-1	-5	i	-1	17	-3	1	0
COc1ccccc1CC(=O)N1CCN(S(=O)(=O)c2ccccc2)CC1	1	1	-2	-3	i	-7	12	4	-2	0

Two entries picked at random from the list so far, as already listed:
canonical_smiles	GSK3beta inhib	HSP90 inh	HSF1 inh	DYRK1A inh	PolyA inh	HDAC3 inhib	AI-2 QS modul	Platelet DG rel	HSF-1 act	GSK3A inh
O=C(NC1CC2CCCC(C1)N2Cc1ccccc1)c1cccc(Cl)c1 (centres undefined)	2	7	-4	-3	i	1	-7	2	-17	/
COc1cccc(Cn2nnc(C(=O)NCc3ccc4c(c3)OCO4)c2N)c1	2	3	-4	7	i	?	10	-4	-3	1

Going on with the list.
canonical_smiles	GSK3beta inhib	HSP90 inh	HSF1 inh	DYRK1A inh	PolyA inh	HDAC3 inhib	AI-2 QS modul	Platelet DG rel	HSF-1 act	GSK3A inh
Cc1c(OC(C)C(=O)NCC2CCC(C(=O)O)CC2)ccc2c(-c3ccccc3)cc(=O)oc12 (centres undefined)	-4	-1	-3	2	i	7	44	-3	6	-2
COc1cccc(N(CC(=O)NCCSCc2ccco2)S(=O)(=O)c2ccccc2)c1	1	-2	4	-2	i	-1	62	-8	25	6
Cc1ccc(S(=O)(=O)NCC(=O)N(CC(=O)NCC2CCCO2)Cc2ccccc2Cl)cc1 (centres undefined)	1	2	0	1	i	-2	8	4	-8	-1
CCN1CCN(C(=O)C2CCCN(c3ncnc4c3nc3n4CCCCC3)C2)CC1 (centres undefined)	1	-7	3	2	i	-3	25	0	-3	-2
Fc1ccc(C(c2nnnn2C2CCCC2)N2CCc3ccccc32)cc1 (centres undefined)	0	1	9	6	/	-8	14	7	38	-1
O=C(Nc1ccccc1)c1ccc(NCc2cccnc2)c(S(=O)(=O)N2CCOCC2)c1	-1	2	-6	5	i	-2	44	13	-13	-1
CCOC(=O)C1CCN(C(=O)COc2ccc(Br)cc2)CC1	1	2	6	-3	i	7	7	8	10	-4
CN(C)CCN(C(=O)C1=COCCO1)c1nc2ccc(F)cc2s1	-2	1	3	-11	i	2	-4	-1	2	0
Cc1ccc(Oc2ccc(NC(=O)CCC(=O)OCC(=O)c3cccs3)cc2)cc1C	0	1	5	1	i	-3	-23	0	14	-2
CC1CCCC(C)N1CCCNC(=O)c1csc2c1CCCCC2 (centres undefined)	-3	0	-3	1	i	0	19	6	13	10
COc1ccc(OC)c(-c2cc(C(=O)NCc3ccc(Cl)cc3)no2)c1	1	-3	-2	-3	i	-3	5	-6	-4	-4
Cc1sc(NC(=O)c2ccccc2F)c(CN2CCCCC2)c1C	-2	4	13	-6	i	6	25	-8	58*	-5
Cc1ccc(S(=O)(=O)N2CCN(C(=O)C3CC3C)CC2)c(C)c1 (centres undefined)	-2	/	4	0	i	4	-4	11	-1	-1
COc1ccc(OCc2cc(C(=O)N3CCN(CC(=O)N(C)C)CC3)no2)c(Cl)c1	1	5	9	-4	i	3	22	-18	4	3
CCCc1nn(C(=O)c2ccccc2)c2c1C(=O)CC(C)(C)C2	-2	-1	-28	3	i	72*	12	-4	-40	-2
CC(C)(C)c1ccc(C(=O)NCc2nnc(SCC(=O)NCc3ccco3)o2)cc1	-3	-2	0	4	i	-7	12	-3	4	-1
O=C(CSc1nnc(-c2ccco2)o1)N1CCCCC1	-1	-1	12	9	i	1	19	-7	17	-3
COC(=O)C1C(c2ccccc2)C(C(=O)N2CCN(C)CC2)C1c1ccccc1 (centres undefined)	-3	-1	-4	-4	i	-5	26	-1	4	11
COc1cc2c(cc1NC(=O)CN(C)Cc1nc3ccccc3c(=O)[nH]1)oc1ccccc12	0	2	8	1	i	-11	49	1	0	-1
Cn1nc(-c2ccc(C(=O)NC3CCCCC3)cc2)c2ccccc2c1=O	1	-2	-4	-1	i	-4	4	3	2	0
COc1ccc(C)cc1S(=O)(=O)NC(C)c1cnn(-c2ccccn2)c1C (centres undefined)	0	-4	-4	-8	i	1	22	-3	-18	-3
O=C(CSc1ncccn1)NC(=O)NCc1ccccc1	-3	0	3	-3	i	-1	8	1	11	-1
CC(C)=CC(=O)Nc1ccc(Br)cc1	-3	1	8	9	i	11	33	-5	13	-1
COC(=O)CCN(C(=O)c1ccc(OC(C)=O)cc1)c1ccccn1	2	-3	4	-2	i	-3	14	1	-17	0
CC(C)Cc1nc(N2CCCCC2)c(C#N)c2c1CCC2	-2	5	-8	0	i	-2	20	-1	-1	-2
COc1ccc(NC(=O)CCNS(=O)(=O)c2cccc3nonc23)cc1Cl	5	0	6	-4	i	11	7	2	16	-2
COc1ccc(CN2C(=O)C(=O)N(CC(N)=O)C2=O)cc1	-2	6	10	-4	i	2	27	-1	24	-1
C#CCOCCOCCOCCNc1nc(N2CCN(C(=O)[C@H](CCC(=O)O)n3cc(C(N)CO)nn3)CC2)nc(N2CCN(C(=O)[C@H](CCC(=O)O)n3cc(C(N)[C@H](C)CC)nn3)CC2)n1 (some centres undefined)	2	5	-3	3	i	3	3	0	11	1
COc1ccccc1-c1ccc(=O)n(CC(=O)NCc2ccco2)n1	-26	-2	-7	0	i	0	11	3	-2	-1
CC(C)C(=O)Nc1ccc(C(=O)NNC(=O)CCCOc2ccc(Cl)cc2Cl)cc1	2	0	-11	3	i	-1	11	6	-16	3
CC(=O)NCC1CCN(C(=O)C2CCC(=O)N(CCc3cccc(F)c3)C2)CC1 (centres undefined)	-1	4	-2	-1	i	/	8	-6	-5	-1
COc1cccc(NC(=O)CCNS(=O)(=O)c2cccc3nsnc23)c1	2	1	-7	0	i	12	21	-3	-14	-1
Cc1ccc(-n2ncc3c2CC(C)(C)CC3NC(=O)C2CCOCC2)cc1 (centres undefined)	-4	-4	-2	-5	i	4	15	12	0	-5
O=C(CSCc1ccc(Cl)cc1)N1CCN(Cc2ccc3c(c2)OCO3)CC1	4	-2	0	-9	i	8	4	-5	0	-1
CC(C)(C)NC(=O)N1CCCC(C(=O)c2cccc(Cl)c2)C1 (centres undefined)	5	1	-42	3	i	-11	15	-3	-51	1
COc1ccccc1NC(=O)CN1CCOCC1	5	-2	-6	0	i	-6	15	3	0	2
CN(C)c1ccc(N=Cc2nc(-c3ccccc3)oc2O)cc1	1	-2	19	1	i	13	12	-16	37	-1
Cc1ccc(C2(CCNCc3ccc(N(C)C)cc3)CCOC(C(C)C)C2)cc1 (centres undefined)	3	1	4	-7	i	-2	11	5	-3	2
Cc1ccc(/C=N/n2c(C)nnc2C)o1	-5	-3	-7	-4	i	?	14	4	18	2
NC(=O)Cn1nc([N+](=O)[O-])nc1Oc1ccc(Br)cc1	-1	6	-1	/	i	3	44	6	-1	0
COc1ccc(C(=O)/C(=C\N(C)C)n2nc(C)cc2C)cc1	/	2	-8	-1	i	6	/	-4	-6	1
Cc1nn(C(C)C(=O)Nc2sc3c(c2C#N)CCCC3)c(C)c1[N+](=O)[O-] (centres undefined)	-4	0	-1	/	i	7	-4	10	1	-2
FC(F)(F)c1ccccc1-n1c(CN2CCCCC2)n[nH]c1=S	-5	3	2	-13	i	0	-1	8	-24	-2
CCCCN(CC)C(=O)c1ccc2c(c1)OCO2	0	-4	1	-10	i	-7	7	-3	14	2
C/C(=N\Nc1nc2ccccc2[nH]1)c1ccc(C)o1	0	4	15	5	i	4	7	13	38	0

Compound activity from PubChem BioAssay.
